Statin myotox sup: suppression of simvastatin myotoxicity; rescue of ATP level, % at 7.49 µM; 330,000 tested, 0.78% active; C2C12 myotubes + simvastatin, ATP luminescence, 48 h; scaled: DMSO 0, geranylgeraniol control 100;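 active = mean ATP rescue above about 67%, or every replicate alone reaching that limit, limit read from the data, passing the limit was not always enough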;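 note: myotubes were challenged with 10 µM simvastatin during compound exposure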
SIRT5 inh: blocks human SIRT5 desuccinylation of peptide | Q9NXA8 | Purified SirT5, succinyl-peptide AMC, trypsin-coupled fluorescence | inhibition, % at 15 µM | 330,000 tested, 1.1% active | AID 652115; in the data active = inhibition above about 15%
Target sequence (Q9NXA8 whole entry, looked up): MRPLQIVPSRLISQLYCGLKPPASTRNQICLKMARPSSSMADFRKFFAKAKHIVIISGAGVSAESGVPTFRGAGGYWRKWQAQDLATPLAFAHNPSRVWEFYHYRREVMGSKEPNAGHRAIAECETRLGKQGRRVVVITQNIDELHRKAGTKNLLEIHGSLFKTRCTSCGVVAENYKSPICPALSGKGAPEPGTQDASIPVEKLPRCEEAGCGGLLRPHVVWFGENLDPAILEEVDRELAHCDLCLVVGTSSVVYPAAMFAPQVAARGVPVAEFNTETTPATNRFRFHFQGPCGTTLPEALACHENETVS
S100A4 inh HTS: inhibitors of human S100A4 binding to myosin IIA peptide. 360,000 tested, 0.14% active. S100A4/TAMRA-MyoIIA peptide fluorescence polarization. inhibition, % at 10.7 µM;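 active = mean inhibition of at least 70% across replicates, with every replicate also reaching that level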
Target sequence (P26447 whole entry, looked up): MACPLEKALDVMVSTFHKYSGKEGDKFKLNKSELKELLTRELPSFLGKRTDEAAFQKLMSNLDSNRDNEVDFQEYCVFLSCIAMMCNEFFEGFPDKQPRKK
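Test system – S100A4 monomer (human) · Compound – single-point compound testing · Schedule – 5 min incubation before reading · Probe or stimulus – TAMRA-labelled myosin IIA heavy-chain peptide probe, 5 nM · Benchmarks – neutral control DMSO, positive control TFP · Medium – Calcium-containing HEPES buffer, pH 7.2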
ERAP1 inh: ERAP1 (human) enzyme inhibition | Q9NZ08 | recombinant ERAP1, Leu-AMC fluorescence, 60 min | inhibition, % at 10.7 µM | 340,000 tested, 0.15% active | AID 652197;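 active = mean replicate inhibition of at least 30%, or all replicates individually reaching that 30% level; inactive = mean below 30% and not every replicate reaching it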;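 note: 0% = neutral control wells and 100% = L-leucinethiol positive control wells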
Xi reactivation: reactivates the inactive X chromosome in mouse fibroblasts; 360,000 tested, 0.055% active; activation, % at 7.58 µM; AID 743238; XiGFP mouse fibroblasts, % GFP-positive cells imaging, 3 d; cells co-treated with 5-aza-dC sensitizer; scaled so ellipticine positive control = 100%;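 active = mean normalized replicate activation at least 10% and every replicate at or above 10%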;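 note: 0% = median of on-plate neutral control wells and 100% = ellipticine 6 µM median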
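Assay system: SV40-immortalized XiGFP fibroblast cells, line 68-5-11; buffer or medium: DMEM plus 5-aza-dC sensitizer; compound: one concentration, pinned; timing: compounds 3 days, fix/stain 15 min at room temperature; benchmarks: positive control ellipticine, 6 µM final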
LGR2 inh: Drosophila LGR2 receptor signaling inhibition; HEK293 LGR2, CRE-luciferase, bursicon-stimulated, 4 h; inhibition, % at 9.99 µM; 380,000 tested, 0.35% active; AID 720647;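 active = drop in luminescence signal, shown as inhibition above about 50% in the replicate tests, limit read from the data, passing the limit was not always enough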;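 note: agonist challenge used bursicon conditioned medium at about half maximal strength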
Cneo AK release: causes C. neoformans cell lysis; adenylate kinase release luminescence, 4 h; normalised: neutral wells 0, clomiphene wells 100; 360,000 tested, 0.2% active; lysis activity, % at 15 µM;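 active = mean lysis activity across replicates of at least 80%, whatever share of replicates individually reach that level; inactive = mean lysis activity below 80%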
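Material – log-phase Cryptococcus neoformans yeast cells · Input – 5 × 10^6 yeast cells/mL · Medium – fresh YPD growth medium · Doses – single compound concentration per well · Timing – static 4 h at 37 °C with compound, 1 h detection · Detection – adenylate kinase release luminescence · Read-out – signal increase indicating cell lysis · Control set – Clomiphene as positive lysis control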
PGC1a acetyl inh: lowers PGC1a acetylation signal in U2OS cells; AlphaScreen anti-acetyl-lysine; with virally co-expressed GCN5 acetyltransferase; inhibition, % at 15.6 µM; 350,000 tested, 0.17% active;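 active = every replicate shows inhibition of at least 40%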;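 note: 0% = neutral control wells and 100% = positive control wells; some results beyond the cut were filed as inactive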
An asterisk follows results filed as active; x = no result given.

Second line of a record: Statin myotox sup, SIRT5 inh, S100A4 inh HTS, ERAP1 inh, Xi reactivation, LGR2 inh, Cneo AK release, PGC1a acetyl inh
CN1CCC(NC(=O)c2cccc(Oc3ccccc3)c2)CC1
 : -7, -4, -11, -6, -0.1, 1, 0, x
COc1ccc(CCNC(=O)NC2CCCCC2)cc1OC
 : -1, -6, 1, 2, x, x, x, 13
COc1cccc(NC(=S)NN2CCN(C)CC2)c1
 : -9, x, x, x, x, -4, -1, 11
S=c1[nH]nc([C@@H]2C[C@H]2c2ccccc2)n1-c1ccccc1
 : x, x, x, x, -0.1, -29, 0, 0
Cc1c(NC(=O)c2cccc(NC(=O)c3ccco3)c2)cccc1C(=O)O
 : 1, x, -1, -2, x, -8, -2, 9
OC[C@H]1[C@@H](c2ccc(C#Cc3cccnc3)cc2)[C@@H]2CN(Cc3ccccc3F)CCCCN12
 : 0, -3, 10, -1, 0.1, 13, 2, -4
CC(C)NC(=O)Nc1ccc2c(c1)C(=O)N([C@@H](C)CO)C[C@H](C)[C@@H](CN(C)Cc1ccc(Cl)c(Cl)c1)O2
 : -39, 4, 0, -4, -1.2, 5, 2, -1
O=C(Cc1cccs1)Nc1cccc(-c2nc3cc4ccccc4cc3[nH]2)c1
 : x, 0, -25, 2, -0.4, 5, x, x
Cc1onc(-c2ccccc2)c1C(=O)NNC(=S)NC(=O)c1ccc(Br)cc1
 : x, -3, 31, -3, 0.1, 3, 0, x
CC1CCCC(C)N1C(=O)COC(=O)c1ccc([N+](=O)[O-])o1 (centres undefined)
 : 7, -1, -35, -2, 0.2, -7, -4, -2
COc1ccc(-c2cc(C(=O)N3CCN(c4ccc(F)cc4)CC3)no2)cc1
 : -23, 4, -1, -1, 0.0, 13, 1, 1
Cc1nc(-c2cc(C#N)c(Sc3cccc(C(F)(F)F)c3)nc2C)cs1
 : -15, -2, 3, -2, 0.1, x, -2, -2
O=C(CSc1cccc[n+]1[O-])Nc1ccc(Cl)cc1F
 : 2, -15, 0, -3, 0.2, 19, 16, -1
COc1ccc(NC(=S)NCCC2=CCCCC2)cc1OC
 : x, 0, 4, -3, 0.0, -15, x, -9
CNC[C@@H]1Oc2c(NS(=O)(=O)c3cccs3)cccc2C(=O)N([C@H](C)CO)C[C@@H]1C
 : 19, -2, -58, -1, 0.0, 7, 7, 2
COc1ccccc1NC(=O)Nc1nc(CC(=O)Nc2ccc(N(C)C)cc2)cs1
 : 9, 3, 1, -4, -0.1, -22, 3, -10
O=C(Nc1cccc(C(F)(F)F)c1)c1csc([C@@H]2O[C@H](CO)[C@H](O)[C@H](O)[C@H]2O)n1
 : 8, x, -3, -3, -0.1, -3, 0, 5
CSCCC(NC(=O)c1ccccc1Cl)C(=O)NNC(=O)c1ccncc1 (centres undefined)
 : 5, -5, -4, -3, 0.0, 13, 2, 6
Cc1ccc(N=C2CCCN2Cc2ccccc2)c(C#N)c1
 : -3, 1, 12, -2, x, -24, -13, 3
O=C(CCNS(=O)(=O)c1cccc2nonc12)NC1CCCCC1
 : x, -1, -3, 0, 0.0, -6, x, x
Nc1cc2cccnc2cc1Cl
 : -10, 5, -1, 1, 0.1, -9, -1, 1
COc1ccc(-c2oc3c(c2C(=O)OCCO)C(OCCCO)CCC3)cc1 (centres undefined)
 : x, -5, 1, x, 0.1, 3, x, x
O=C(NCC(F)(F)F)[C@H]1[C@H](CO)[C@H]2Cn3c(cccc3=O)[C@H]2N1Cc1cccc(F)c1
 : 7, 7, -1, 1, 0.7, -5, 0, x
O=C(Nc1ccc(S(=O)(=O)Nc2ncccn2)cc1)C12CC3CC(CC(Cl)(C3)C1)C2
 : 2, 1, -15, -1, 0.0, 14, 1, -1
CCCCCc1c(-c2cccc(F)c2)ncn1CCc1ccccc1OC
 : x, x, -1, 9, 0.0, -1, x, x
COC(=O)[C@@H]1[C@@H](CO)[C@@H]2Cn3c(ccc(-c4ccccc4)c3=O)[C@@H]2N1CC1CCCCC1
 : 17, x, x, x, 0.4, 0, 2, x
Cc1cc(=O)oc2c1ccc1ccccc12
 : 9, -7, -2, 2, -0.1, 4, 0, 1
COc1cc(/C=N/NC(=O)c2cc3ccccc3cc2O)ccc1OCCN1CCCCC1
 : 6, 4, -73, 1, -0.1, x, x, x
CC(OC(=O)C1=COCCO1)C(=O)Nc1cccc(S(=O)(=O)N2CCOCC2)c1 (centres undefined)
 : -63, -3, 2, 6, 0.2, 8, 4, 1
COC(=O)[C@@H]1N=C(c2ccc(OCCCO)cc2)O[C@@H]1c1ccccc1N=[N+]=[N-]
 : x, -7, 13, 0, x, x, -62, 21
CCn1c(C)nc2cc(C(=O)NNC(=S)Nc3ccc(OC)cc3)ccc21
 : x, 3, -30, -2, 0.0, -4, x, -14
CCOc1ccc(NC(=O)N(C2CCCCC2)C(C)c2cccnc2)cc1 (centres undefined)
 : -2, -3, -8, 0, 0.2, 6, -2, 7
CSCCC(NC(=O)c1ccccc1Br)C(=O)N1CCCC(C(F)(F)F)C1 (centres undefined)
 : -2, 0, 5, 2, 0.2, 12, 0, x
Cc1cc(C)c(NC(=O)CN2CCN(c3ccccn3)CC2)c(C)c1
 : -1, -3, 11, 4, 0.3, -1, 2, 9
O=C1Nc2ccccc2/C1=N/N=C/c1cccc(O)c1
 : 1, 3, -1, 4, -0.1, -12, 0, -4
N=C1C(c2nc3ccccc3s2)=C(O)CN1NC(=O)c1c[nH]c2ccccc12
 : x, -3, -21, -3, 0.0, 6, x, x
CCOc1ccc(NC(=O)c2cccc(S(=O)(=O)NCc3cccnc3)c2)cc1
 : 4, x, 1, -1, -0.1, -16, 1, 6
C[C@@H]1CCCCO[C@H](CN(C)C(=O)Cc2ccccc2)[C@H](C)CN([C@H](C)CO)C(=O)c2cc(NS(=O)(=O)c3ccc(F)cc3)ccc2O1
 : x, x, x, x, -0.8, 4, 3, -6
COCC(=O)Nc1ccc2c(c1)C(=O)N(C)C[C@H](OC)[C@H](C)CN(CC1CCCCC1)[C@H](C)CO2
 : -7, 0, -6, -1, 0.1, -9, -2, -2
CC(=O)Nc1ccc(C(=O)OCc2ccccc2Br)cc1
 : 6, -3, -2, -2, 0.0, -30, 0, 0
CCCCNc1nc(Cl)nc(Nc2ccc(C)cc2)n1
 : x, -1, -7, x, 0.0, x, 0, -9
CC(=O)c1cccc(CN2CCN(C3CCCCC3)C(CCO)C2)c1 (centres undefined)
 : 1, -1, 2, -5, 0.0, 0, -1, 6
C/C=C/c1ccc2c(c1)O[C@H](CN(C)C(=O)C1CCOCC1)[C@H](C)CN([C@@H](C)CO)S2(=O)=O
 : 16, -5, -18, 0, -0.9, -1, 0, 1
CSc1nsc(SCC(=O)Nc2nc3ccccc3s2)n1
 : x, -1, 0, -5, 0.0, x, 31, -15
COc1ccc2c3c(n(C)c2c1)[C@H](CO)N(Cc1ccncc1)CC31CN(C(=O)Nc2cccc(F)c2)C1
 : x, 0, 5, -1, 0.0, 9, x, -5
N#Cc1ccc(C(=O)Nc2cc(S(=O)(=O)N3CCCC3)ccc2OCC(F)(F)F)cc1
 : x, x, x, x, 0.1, -7, 4, 0
OCc1ccnc(Cl)c1
 : x, 2, 0, 2, 0.0, 6, x, x
O=C(NCc1ccc2c(c1)OCO2)c1cnc2n(c1=O)CCS2
 : x, 0, 6, -2, 0.4, -14, -1, 13
O=c1cc(CSc2nnc(-c3cccnc3)n2-c2ccccc2F)nc2sccn12
 : -16, -3, 63, -1, x, 24, 17, 16
OCC1(CO)CC2(C1)CC(CO)(CO)C2
 : -4, 6, -9, -3, 0.0, 13, 0, x
Cc1ccc(S(=O)(=O)c2nc(-c3ccccc3)oc2N2CCC(C(N)=O)CC2)cc1
 : 6, 2, -2, 0, 0.0, -4, 2, 4
COCCNC(=O)C[C@H]1C[C@H]2c3cc(NC(=O)CC4CC4)ccc3O[C@H]2[C@@H](CO)O1
 : 6, 7, -2, 1, 0.4, -13, -2, 10
CC(=O)C(C)n1c(CN2CCN(C(=O)c3ccco3)CC2)nc2c1c(=O)n(C)c(=O)n2C (centres undefined)
 : 6, -12, -2, 0, 0.1, 7, 0, -3
O=C1C2C3C=CC(CC3)C2C(=O)N1c1ccc(Cl)cc1 (centres undefined)
 : 10, -3, 4, 0, 0.0, 7, 2, -15
CCC(=O)N1[C@H](C#N)[C@@H](c2ccccc2-c2cccc(C)c2)[C@@H]1CO
 : x, 0, -29, 3, 0.1, 3, x, -1
C[C@H](O)C#Cc1cnc2c(c1)C(=O)N([C@H](C)CO)C[C@@H](C)[C@@H](CN(C)Cc1ccccn1)O2
 : 5, 1, 1, 1, -0.1, 0, -5, 4
COc1ccc(S(=O)(=O)Nc2ccc3c(c2)C(=O)N([C@@H](C)CO)C[C@@H](C)[C@@H](CN(C)CC2CC2)OCCCC[C@@H](C)O3)cc1
 : 56, 8, 7, 0, -1.2, 0, 0, 6
CC(=O)Nc1ccc(S(=O)(=O)NCCNS(=O)(=O)c2ccc(NC(C)=O)cc2)cc1
 : -6, -1, -1, 1, 0.0, -7, -1, 15
Cc1cccc(-c2cnc(C(O)c3ccc(F)c(C)c3)[nH]2)c1 (centres undefined)
 : -3, 1, -2, 2, 0.3, 6, -1, 3
CCCCNC(=O)c1cc(S(=O)(=O)N2CCCCC2)oc1C
 : 2, -1, 7, 2, 0.0, 1, 0, 1

Rewritten in markdown: entries from further up
| Molecule | Statin myotox sup | SIRT5 inh | S100A4 inh HTS | ERAP1 inh | Xi reactivation | LGR2 inh | Cneo AK release | PGC1a acetyl inh |
| --- | --- | --- | --- | --- | --- | --- | --- | --- |
| O=C(NCc1ccc2c(c1)OCO2)c1cnc2n(c1=O)CCS2 | x | 0 | 6 | -2 | 0.4 | -14 | -1 | 13 |
| OCc1ccnc(Cl)c1 | x | 2 | 0 | 2 | 0.0 | 6 | x | x |

Further results follow:
Second line of a record: Statin myotox sup, SIRT5 inh, S100A4 inh HTS, ERAP1 inh, Xi reactivation, LGR2 inh, Cneo AK release, PGC1a acetyl inh
CCOc1ccc(CCNC(=O)COC(=O)/C=C/c2ccc(OC)c(OC)c2)cc1OCC
 : 1, 1, -1, -2, 0.0, -5, 0, x
CCCc1ccc(-c2ccc(-c3noc(-c4ccncc4)n3)cc2)nc1
 : -12, 10, 0, 2, -0.2, 17, 0, 0
COc1ccccc1-c1cnc2c(c1)C(=O)N([C@H](C)CO)C[C@@H](C)[C@H](CN(C)Cc1ccncc1)O2
 : 3, 5, 6, 1, -0.3, 23, 3, -4
Cn1ncc([N+](=O)[O-])c1C(=O)Nc1cccc2ccccc12
 : -14, 4, -5, -3, 0.0, 12, -4, x
Cc1noc(C)c1S(=O)(=O)N(C)C[C@@H]1Oc2c(NC(=O)c3ccc(-c4nccs4)cc3)cccc2C(=O)N([C@@H](C)CO)C[C@@H]1C
 : -16, 2, 8, 0, 0.2, -11, -1, 7
O=C(CCc1nc2ccccc2c(=O)[nH]1)Nc1cc(Cl)ccc1N1CCCC1
 : -6, -1, -2, 0, 0.2, 4, 1, 0
CN(C)C(=O)c1cccc(-c2ccc3c(c2)[C@@H]2[C@@H](CCN2C(=O)c2ccncc2)[C@@H](CO)N3C)c1
 : 9, -1, 22, 1, -0.1, -14, -12, 15
Cc1cc[n+](-c2[nH]c(=O)sc2/C=N/NC([S-])=Nc2ccccc2)cc1C
 : 11, x, x, x, 0.2, -7, -1, 0
CN(C(=O)CSc1nnc(-c2cccs2)n1C1CC1)C1CCS(=O)(=O)C1 (centres undefined)
 : -3, 4, 1, -1, -0.1, -5, -1, x

From PubChem BioAssay

A portion of the library, so the mix of outcomes need not match the whole.
